Growth percent in the NCI-60 one-dose screen (48 h, 10 µM unless noted): 100 = growth as untreated, 0 = no growth, -100 = all killed.
MALME-3M – MALME-3M melanoma | 78,000 tested, 5.8% active | AID 1794766
BT-549 – BT-549 breast cancer; 78,000 tested, 4.4% active
HS 578T – HS 578T breast cancer; 78,000 tested, 4.1% active
MDA-MB-231 – MDA-MB-231 breast cancer; 81,000 tested, 5% active
MCF7 – MCF7 breast cancer | AID 1794796 | 82,000 tested, 6.3% active
T-47D – T-47D breast cancer; AID 1794792; 79,000 tested, 5% active
LOX IMVI – LOX IMVI melanoma; 79,000 tested, 7.4% active; AID 1794757
SK-MEL-2 – SK-MEL-2 melanoma; 77,000 tested, 4.7% active
* marks the source's active call; other numbers are inactive results; . = not tested or not shown; & = joins results of further samples. Rule for the calls: active = growth percent below 10; inactive = the rest. An unsorted share of the library (roughly 11% active in at least one column).

SMILES	MALME-3M	BT-549	HS 578T	MDA-MB-231	MCF7	T-47D	LOX IMVI	SK-MEL-2
CCCCCCN1C(=O)CCC1=O	94.0	97.0	99.1	120.6	102.8	109.6	101.5	104.1
COc1ccc(-n2c(=O)nc(NCc3ccc(C(C)(C)C)cc3)[nH]c2=O)cc1	97.0	108.1	119.1	113.0	86.4	101.1	111.4	100.8
COc1ccccc1NC(=O)CC(C)=O	99.4	.	111.0	96.0	99.4	98.6	105.4	.
O=c1cc(C2=NCCc3c2[nH]c2ccccc32)c2ccc3ccccc3c2o1	.	82.5	96.1	74.3	68.7	60.6	82.7	88.6
O=C(Cc1nc2ccc(Cl)cc2[nH]c1=O)c1ccccc1	50.8	86.1	41.4	.	39.0	.	48.5	72.7
COc1ccc(-c2nc(/C=C3\C(=O)Nc4ccccc43)c3ccccn23)cc1	.	87.5	40.6	61.2	36.2	60.1	47.1	83.4
COc1ccc(/C=N/S(=O)(=O)O)cc1	112.5	95.8	98.7	117.8	97.7	.	93.6	86.9
NS(=O)(=O)c1ccc(N2N=C(c3ccc(Cl)cc3Cl)CCC2=O)cc1	97.8	105.6	100.7	105.2	91.4	98.0	90.6	102.3
COc1ccc(CO)cc1OC	83.2	97.1	109.6	111.8	99.1	112.8	110.7	127.8
COc1cccc(NC(=O)c2ccc(NC(=O)CCl)s2)c1	45.5	27.2	65.9	-26.5*	5.6*	26.2	-94.9*	79.6
O=c1c2ccccc2n(CC(O)CN2CCCC2)c2ccccc12 (stereo unspecified)	96.2	85.9	114.6	108.9	103.9	114.2	93.1	118.6
COc1cc2ccc(C=O)cc2cc1OC	104.0&108.0	105.0&93.2	113.2&95.1	92.2&108.3	96.2&100.4	103.9	103.2&93.5	118.1&104.5
CCCCC(=CC(C)(C)C)CCCC	99.8	103.2	96.0	114.2	95.5	92.0	104.6	106.3
Cc1cc2c(cc1C)NC(C)CC(=O)N2 (stereo unspecified)	92.4	93.0	93.8	130.3	104.1	134.1	96.0	102.6
CC1(C)CC[C@]2(C(=O)O)CC[C@]3(C)C(=CC[C@@H]4[C@@]5(C)CC[C@H](O)[C@@](C)(C=O)[C@@H]5CC[C@]43C)[C@H]2C1	104.7	.	97.2	82.0	88.0	94.0	81.4	97.2

Some of these compounds in order of molecular weight, falling:
SMILES	MALME-3M	BT-549	HS 578T	MDA-MB-231	MCF7	T-47D	LOX IMVI	SK-MEL-2
CC1(C)CC[C@]2(C(=O)O)CC[C@]3(C)C(=CC[C@@H]4[C@@]5(C)CC[C@H](O)[C@@](C)(C=O)[C@@H]5CC[C@]43C)[C@H]2C1	104.7	.	97.2	82.0	88.0	94.0	81.4	97.2
COc1ccc(-n2c(=O)nc(NCc3ccc(C(C)(C)C)cc3)[nH]c2=O)cc1	97.0	108.1	119.1	113.0	86.4	101.1	111.4	100.8
COc1ccc(-c2nc(/C=C3\C(=O)Nc4ccccc43)c3ccccn23)cc1	.	87.5	40.6	61.2	36.2	60.1	47.1	83.4
COc1cc2ccc(C=O)cc2cc1OC	104.0&108.0	105.0&93.2	113.2&95.1	92.2&108.3	96.2&100.4	103.9	103.2&93.5	118.1&104.5
COc1ccc(/C=N/S(=O)(=O)O)cc1	112.5	95.8	98.7	117.8	97.7	.	93.6	86.9

Next section
SMILES	MALME-3M	BT-549	HS 578T	MDA-MB-231	MCF7	T-47D	LOX IMVI	SK-MEL-2
CC(=O)Nc1cc2ccccc2[n+](C)c1	88.1	95.6	123.5	109.2	95.6	90.2	98.5	99.9
O=C(O)N1CCc2c(sc3ccccc23)C1	92.3	103.8	115.0	102.8	100.2	103.4	93.8	101.7
CSCC[C@H](N)C(=O)O	102.1	104.2	112.8	101.3	98.1	107.4	80.6	99.8
N#Cc1c(-c2ccccc2)cc(-c2ccccc2)n(CC(=O)O)c1=O	56.2	25.8	51.6	60.3	34.8	45.3	52.5	28.0
COc1ccc(C2C(C#N)=C(N)OC3=C2C(=O)c2ccccc2C3=O)cc1 (stereo unspecified)	107.5	75.5	96.7	70.8	83.2	88.4	78.8	88.9
COc1cccc(-c2cn3nc(-c4c[nH]c5ccc(Br)cc45)sc3n2)c1	77.5	95.2	75.1	56.6	64.7	62.2	75.5	96.2
CCCC(=O)Nc1ccc(N)cc1OC	114.0	93.6	99.1	95.9	66.1	92.5	75.0	45.8
O=C(/C=C/c1coc(-c2ccc(Cl)cc2)n1)c1ccc(Br)cc1	108.1	109.8	.	99.6	91.3	121.7	101.3	.
Cc1nc(N)sc1Cc1ccn(C)n1	97.2	100.0	107.7	101.5	94.0	78.2	99.0	102.8
O=C(Nc1cccc2[nH]c(C(F)(F)F)nc12)c1ccc(Br)cc1F	17.9	19.4	70.4	30.7	27.1	.	35.9	.
C=C1C(=O)O[C@H]2[C@H]1CC/C(COC(=O)NC1CCC(O)CC1)=C\CC[C@@]1(C)O[C@@H]21 (stereo partly specified)	64.5&72.6	79.1&83.3	87.6&92.0	62.4&60.8	66.7&75.2	47.6&59.6	86.9&90.3	86.1&91.2
COc1cc(OCc2cccc(-c3ccc4c(c3)OCCO4)c2C)cc(OC)c1CN[C@@H](CO)C(=O)O	95.2	98.1	92.5	95.5	100.6	83.6	99.5	104.6
CC(=O)C1CC(C#N)=C2C=Cc3c(ccc4ccccc34)N21 (stereo unspecified)	69.2	93.8	83.8	77.9	70.5	78.2	83.7	90.8
CCCC1Cc2cc(-n3nc(C)c4c3CC(C)(C)CC4=O)cc(NC3CCC(O)CC3)c2C(=O)N1 (stereo unspecified)	12.3	68.4	59.1	-15.1*	36.5	46.9	5.9*	48.7
c1ccc(-c2csc(Nc3ncccn3)n2)nc1	98.2	109.1	127.3	101.4	11.0	33.6	78.1	.

Molecules listed so far with a COOH group, in the order listed:
SMILES	MALME-3M	BT-549	HS 578T	MDA-MB-231	MCF7	T-47D	LOX IMVI	SK-MEL-2
CC1(C)CC[C@]2(C(=O)O)CC[C@]3(C)C(=CC[C@@H]4[C@@]5(C)CC[C@H](O)[C@@](C)(C=O)[C@@H]5CC[C@]43C)[C@H]2C1	104.7	.	97.2	82.0	88.0	94.0	81.4	97.2
CSCC[C@H](N)C(=O)O	102.1	104.2	112.8	101.3	98.1	107.4	80.6	99.8
N#Cc1c(-c2ccccc2)cc(-c2ccccc2)n(CC(=O)O)c1=O	56.2	25.8	51.6	60.3	34.8	45.3	52.5	28.0
COc1cc(OCc2cccc(-c3ccc4c(c3)OCCO4)c2C)cc(OC)c1CN[C@@H](CO)C(=O)O	95.2	98.1	92.5	95.5	100.6	83.6	99.5	104.6

Continued:
SMILES	MALME-3M	BT-549	HS 578T	MDA-MB-231	MCF7	T-47D	LOX IMVI	SK-MEL-2
COc1ccc(S(=O)(=O)O)c2ccccc12	.	99.7	106.1	120.9	97.1	96.7	99.1	88.2
NC(=O)N1CCN(c2ccccc2)CC1	97.7	88.9	104.4	102.2	96.0	99.0	95.1	98.0
CCCC(=O)OC1CCCCC1C1CCCCC1 (stereo unspecified)	101.0	105.5	107.2	103.2	103.7	116.5	.	106.6
CCCCn1c(=O)[nH]c2c(c1=O)C(c1ccc(Cl)cc1)c1c([nH]c(=O)n(CCCC)c1=O)N2	89.8	100.4	106.3	105.7	88.2	73.3	94.9	107.6
COc1cccc(/C=N\NC(=O)C2CC2)c1	.	80.1	111.2	100.8	99.0	106.4	.	94.9
N#CCCN1CCCC1=O	92.8	101.8	96.9	114.8	98.6	95.9	92.7	125.5
COc1cc2c(cc1OC)C1=NN(C(=O)Nc3ccc(F)cc3)C(c3ccccc3Cl)C1C2 (stereo unspecified)	92.1	92.4	.	98.0	80.2	74.0	92.0	93.3
O=S(=O)(NCCNS(=O)(=O)c1ccccc1)c1ccccc1	117.1	100.3	104.8	103.7	95.1	95.1	93.2	116.2
O=C(N/N=C/c1cc2ccccc2n2nnnc12)Nc1cccc(Cl)c1	110.9	104.6	108.6	92.1	86.7	97.8	100.9	107.7
CCCCC[C@@H]1Cc2cc(O)c(C(=O)O)c3c2[C@H](C[C@]2(OC[C@@H](CC(=O)[C@@](C)(CC)C(=O)OC)[C@@H]2C)O3)O1	104.0	121.5	99.8	100.3	99.3	98.5	102.6	100.8
Cc1cc(N2CCN(C)CC2)nc(NCc2cc(Nc3ccnc4cc(Cl)ccc34)ccc2F)n1	-76.6*	30.4	11.0	-56.5*	-9.3*	-56.1*	-70.1*	-67.8*
COc1ccc(-c2cc(-c3ccc(OC)c(OC)c3)nc(SCCCCCC(=O)NO)n2)cc1	19.4	.	44.7	42.2	54.4	-1.6*	56.9	52.5
COc1ncc2cc1NS(=O)(=O)c1cccc(c1)C(=O)NCC1=CC=C(S1)c1ccnc3c1SC2=C3C	74.8	63.5	96.9	84.1	77.1	76.5	97.8	105.5
COC(=O)c1cc(OC)c(OC)cc1NC(=O)c1ccoc1COc1ccccc1	102.3	103.0	105.0	100.8	87.3	101.4	.	100.7
CCOC(=O)c1c(N2CCOCC2)[nH]c(=O)c(C=Nc2c(Cl)cccc2Cl)c1O	107.9	117.4	89.7	98.4	95.6	90.4	96.5	100.4
Cn1c2ncnc-2c(O)n(C)c1=O	106.9	108.5	100.6	96.8	110.6	109.1	.	.
COc1c(O[C@@H]2OC(CO)[C@@H](O)[C@H](O)C2O)cc2oc3cc(O[C@H]4O[C@H](CO)[C@H](O)C(O)C4O)c(CC=C(C)C)c(O)c3c(=O)c2c1CC=C(C)C (stereo partly specified)	102.6	114.9	102.4	102.4	101.8	102.8	100.1	103.9
Nc1ncnc2c1c(-c1ccc(Oc3ccccc3)cc1)nn2C[C@H]1SSC[C@@H]1O	-48.4*	78.1	68.3	61.4	14.5	-20.3*	11.9	-46.5*
O=C(O)CCN1C(=O)/C(=C/C(Cl)=C/c2ccccc2)SC1=S	36.1	16.9	33.8	49.9	15.7	28.8	-32.4*	43.7
CC(=O)N1CCOC12CCN(Cc1ccccc1)CC2	.	122.5	98.3	102.1	100.3	110.0	98.8	.
Cc1nnc(/N=C2\NC(=O)/C(=C/c3cccnc3)S2)s1	88.8	97.7	114.7	115.9	90.5	100.9	93.1	117.0
OCC[S+](CCO)CCO	126.4	.	106.1	119.1	86.7	115.9	103.5	111.3
COC(=O)c1nn2c(c1C(=O)OC)CC(c1ccccc1)N(S(=O)(=O)c1ccccc1)C2 (stereo unspecified)	101.2	90.4	106.3	106.3	106.0	82.8	104.7	94.7
O=C1Nc2ccc(Br)cc2C1=Nc1ccc(O)cc1	109.4	129.7	100.6	95.8	94.5	92.3	108.1	106.6
C/C=C(\C)C(C(=O)NC1CCCCC1)N(C(=O)C1CCc2cc(F)ccc2O1)c1cccc(C(F)(F)F)c1 (stereo unspecified)	93.4	101.3	89.6	95.8	94.8	96.5	92.6	107.5
CCCOC(=O)N[C@H]1CCc2cc(OC)c(OC)c(OC)c2-c2ccc(SC)c(=O)cc21	35.4	10.2	5.7*	-8.2*	15.6	39.3	18.6	50.8
N#Cc1ccc(O)c(C2=NCC(c3ccccc3)O2)c1 (stereo unspecified)	56.6	31.9	77.2	46.4	25.3	-5.7*	25.9	50.6
CC(O[N+](=O)[O-])c1cccc([N+](=O)[O-])c1 (stereo unspecified)	102.1	91.7	128.8	108.9	106.1	111.2	103.7	107.1
Brc1ccc(C2=Nn3c(nnc3-c3ccccc3)SC2)cc1	113.6	108.3	105.2	99.8	93.5	85.0	103.1	109.9
Cc1ccc(/C=C2\SC(=S)NC2=O)s1	.	95.0	115.4	81.0	95.0	102.0	93.9	.
Cc1cc(C)n(-c2nc3ccccc3n3c(C)nnc23)n1	91.5	95.9	106.9	103.7	90.9	104.7	96.6	86.4
CCCCCCSc1cc(=O)[nH]c(N)n1	107.2	93.5	89.8	98.6	100.2	87.8	101.2	85.3
CC(=O)c1c(C)[nH]c2c1c(-c1ccncc1)nc1ccccc12	89.2	107.2	83.0	84.9	81.2	80.9	96.3	84.6
O=C(Nc1ccc(N=C=S)cc1Cl)c1cc(Cl)cc(Cl)c1O	92.3	148.3	92.8	99.0	89.9	86.2	94.7	107.5
Nc1ncc(-c2ccc(Br)cc2)s1	165.1	106.4	96.6	113.2	93.9	91.5	98.2	110.4
O=C(O)C1=NN(c2cc(Cl)c(S(=O)(=O)O)cc2Cl)C(=O)C1	119.4	91.1	114.4	121.4	103.7	95.5	85.7	108.4
CCOC(=O)C1=NN(c2ccccc2)C(=O)C1N=Nc1ccc(S(=O)(=O)Nc2ncccn2)cc1 (stereo unspecified)	103.6	108.7	104.1	111.3	96.0	109.2	95.9	107.8
Cn1c2ccccc2c2ccccc21	100.7	106.0	.	108.3	105.5	90.0	95.8	99.4
COc1ccc(/C=c2\c(=O)n(-c3ccccc3)c3nnc(-n4nc(SC)nc4N)n23)cc1	97.1	105.4	111.7	100.3	101.8	.	94.2	97.9
O=c1cc(-c2ccc3c(c2)OCCO3)oc2cc(Cl)ccc12	-16.3*	81.4	41.2	27.3	77.8	1.9*	32.1	.
O=C(CCC1CCCCC1)OC1CCCCC1	108.7	104.1	101.3	112.1	97.6	99.7	97.5	103.2
CCOc1ccc2nc(NC(=O)CN3CCN(CCN4C(=O)c5cccc6cccc(c56)C4=O)CC3)sc2c1	80.7	77.2	103.2	87.3	56.1	63.8	74.7	73.0
COc1cc(-c2nc(-c3nnc(-c4ccc(F)cc4)o3)c3ccccn23)cc(OC)c1OC	.	55.8	58.5	89.8	61.6	73.7	84.2	76.8
Cc1cc(O)c2c(c1)C[C@H]1[C@@H]3CC[C@H]4CC(=O)CC[C@]4(C)[C@H]3CC(=O)[C@]21C	92.8	91.4	33.0	86.0	95.6	67.9	85.1	83.3
CC(=O)Nc1cccc(C(C)=O)c1	116.0	.	92.3	102.6	103.3	.	99.9	93.1
O=[N+]([O-])c1ccc(I)c(CNCc2ccccc2)c1	117.2	.	94.3	111.5	92.3	96.1	98.2	133.0
COc1cc(C2=NN(c3ccc(Cl)cc3)C(c3cccc(Nc4ccnc5cc(C(F)(F)F)ccc45)c3)C2)cc(OC)c1OC (stereo unspecified)	106.5	95.1	107.6	76.6	76.6	66.4	84.9	88.3
